# Source: PubChem
# D3 ag = qHTS of D3 Dopamine Receptor Agonist: qHTS. D(3) dopamine receptor (Homo sapiens), P35462. D3R DiscoveRx beta-arrestin cells, luminescence, 90 min. max activation, %. 410,000 tested, 0.58% active. AID 652048, 2013; in the data active = max activation above about 30%; also: 0% is about no effect; mostly tested at two doses, the higher about 12 µM
# Target sequence (P35462 whole entry, looked up): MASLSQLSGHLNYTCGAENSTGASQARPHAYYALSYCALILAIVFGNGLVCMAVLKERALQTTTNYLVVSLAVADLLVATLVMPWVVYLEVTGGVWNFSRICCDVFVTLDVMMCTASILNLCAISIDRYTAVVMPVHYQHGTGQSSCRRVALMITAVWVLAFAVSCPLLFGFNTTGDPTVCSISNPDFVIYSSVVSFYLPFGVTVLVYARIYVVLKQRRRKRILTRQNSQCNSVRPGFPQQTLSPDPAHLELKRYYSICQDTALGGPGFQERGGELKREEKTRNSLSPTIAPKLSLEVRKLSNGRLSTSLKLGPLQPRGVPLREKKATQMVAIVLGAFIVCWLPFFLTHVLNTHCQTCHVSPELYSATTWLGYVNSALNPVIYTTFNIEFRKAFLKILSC
#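 Agonist mode: compounds and dopamine controls were applied to plated cells for 90 min at 37 degrees C after an overnight attachment at 1500 cells/well. Luminescent read-out followed 30 - 60 minutes at room temperature with DiscoveRx detection reagent.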
# KB-3-1 tox = qHTS assay for MDR1-selective chemotherapeutics: Primary screen using the parental adenocarcinoma cell KB-3-1 | KB-3-1 viability, CellTiter-Glo ATP luminescence, 72 h | 400,000 tested, 1.4% active | Potency, µM (highest dose often 46.1 µM), inactives show at the highest dose activity change, negative = cytotoxic, actives largely listed as cytotoxic | AID 1347075, 2019; also: potency is read from the fitted curve at half-maximal effect; % is scaled to controls: 0 for no effect and ±100 for the full control effect; nearly all actives have a fitted effect of over 60% in size
#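 Screening of KB-3-1 cells (DMEM, 10% FBS, phenol-red free) ran from lowest to highest compound concentration; after 72 h at 37 °C viability was read luminescently and curves fitted.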
# KB-V1 MDR tox = qHTS assay for MDR1-selective chemotherapeutics: Primary screen using the drug-selected MDR subline cells KB-V1; KB-V1 MDR cells viability, CellTiter-Glo, 72 h; Potency, µM (series often up to 46.1 µM), for the others: at the top dose activity change, negative = cytotoxicity, most hits filed as cytotoxic; AID 1347076, 2019; 400,000 tested, 3.4% active; also: potency is read from the fitted curve at half-maximal effect; % is scaled to controls: 0 for no effect and ±100 for the full control effect; nearly all actives have a fitted effect of over 60% in size
#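 Following 72 h at 37 degrees C with compound, KB-V1 cell viability was read by CellTiter-Glo luminescence, medium being phenol-red-free DMEM plus 10% FBS; concentration-response parameters came from normalized, curve-fitted qHTS data.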
# An asterisk follows results filed as active; ? = inconclusive. Unless noted, calls follow the shape of the dose curve; as a rule, active = well fitted cell-killing curve with a large enough effect; inconclusive = small, poorly fitted or top-dose-only effect, or effect the other way; inactive = flat fitted curve, though single readings scatter. Some of the compounds tested (hit frequency here may not be typical).
SMILES,D3 ag,KB-3-1 tox,KB-V1 MDR tox
CCOc1ccc(C(=O)c2oc3ccccc3c2NC(=O)c2cc(=O)c3ccc(C)cc3o2)cc1,-11,0%,-16%
CCCc1cc(N2CCN(c3cc(Cl)ccc3C)CC2)n2cnnc2n1,-6,?,?
COc1ccccc1CNC(=O)CSc1ccc(-c2sc(-c3ccccc3)nc2C)nn1,13,-2%,-17%
CCOC(=O)N1CCC2(CC1)OC(=O)C(C)=C2C(=O)NCc1cccc(F)c1,-7,-12%,5%
Cc1oc2ncn(C)c(=O)c2c1C(=O)NCc1ccccc1,4,1%,2%
Cc1c(CNC2CCCCCC2)c(C(=O)O)c(C)n1Cc1ccc(F)cc1,-6,4%,8%
Cc1ccc(NC(=O)c2c(NC(=O)Cc3ccccc3)sc3c2CCCC3)cc1,5,-1%,11%
Cc1ccc(NC(=O)C2CCC(CNS(=O)(=O)c3ccc4c(c3)CCCC(=O)N4)CC2)cc1F (stereo not given),7,?,22%
CCOC(=O)c1c(S(=O)(=O)N2CCCC(C(=O)N3CCN(c4ccc(F)cc4)CC3)C2)c(C)n(C)c1C (stereo not given),-9,-2%,-10%
CCN(C(=O)CSc1nnc(-c2ccc(Cl)cc2)o1)c1ccccc1,1,-16%,-7%
CCC1CN(C(=O)N2CCC(C(=O)O)CC2)c2cc(C)ccc2O1 (stereo not given),2,8%,16%
N#Cc1ccccc1S(=O)(=O)N1CCC(Oc2ccc(-n3cnnn3)cc2)CC1,-7,-18%,-26%
O=C(Nc1ccc(-n2nncc2-c2ccccc2)cc1)c1cccc(F)c1,3,-28%,-4%
CC(=O)c1cccc(NC(=O)C2=CC(c3ccc(F)cc3)=NS(=O)(=O)N2C)c1,-20,8%,13%
COc1ccc(C(=O)Nc2ccc3nc(SCC(=O)N4CCc5ccccc54)sc3c2)cc1,5,-3%,-6%
O=C(c1cc2ccc3cccnc3c2[nH]1)N1CCN(c2cccc(Cl)c2)CC1,11,-23%,-4%
CCC(=O)N1c2ccccc2CC1C(=O)NCc1cccc(OC)c1OC (stereo not given),-8,-1%,0%
Cc1ccc(-c2noc(-c3ccc(NCC4CCCO4)c([N+](=O)[O-])c3)n2)cc1 (stereo not given),-16,4%,2%
O=C(NCc1ccc2c(c1)CCN2C(=O)c1ccc(F)cc1)c1ccco1,1,-7%,9%
COC(=O)c1scc(-c2ccc(C)cc2)c1S(=O)(=O)N1CCN(c2cccc(Cl)c2)CC1,-13,3%,-3%
Cc1cccc(C)c1Nc1nn2c(=O)c3cc4c(cc3nc2s1)OCO4,5,22%,2%
CCC(=O)N1CCc2cc(S(=O)(=O)NC(Cc3ccccc3)C(=O)NCc3ccccc3)ccc21 (stereo not given),10,4%,5%
COc1ccc(CCNC(=O)CCc2c(C)nc3c4c(C)cc(C)nc4nn3c2C)cc1OC,-5,5%,12%
Cc1cccc(C(=O)N2CCc3cc(CNC(=O)CCc4ccccc4)ccc32)c1,9,-12%,6%
Cc1cccn2c(=O)c3cc(C(=O)NCc4ccccc4Cl)sc3nc12,5,5%,1%

# New compounds follow.
SMILES,D3 ag,KB-3-1 tox,KB-V1 MDR tox
CCOc1ccccc1NC(=O)Cn1c(=O)n(Cc2ccccc2)c(=O)c2cccnc21,-7,-14%,-6%
CCCOC(=O)CSc1nnc2ccc3ccccc3n12,2,0%,0%
Cc1nn2c(C)c(C(=O)NC(C)(C)C)cnc2c1-c1ccc(F)cc1,-15,1%,0%
CCOc1ccc(-c2c(C)nn3c(C)c(C(=O)NC(C)c4ccccc4)cnc23)cc1OCC (stereo not given),8,3%,1%
CCS(=O)(=O)N1CCc2cc(C(=O)Nc3ccc(C)c(Cl)c3)ccc21,-13,-15%,9%
CC1CCc2nc3ncn(Cc4ccccc4F)c(=O)c3cc2C1 (stereo not given),6,13%,-12%
COc1ccccc1CNC(=O)CSCc1nc(-c2ccc(OC)c(OC)c2)oc1C,5,-2%,-4%
Cc1ccccc1Cn1c2ccccc2c2cnn(CC(=O)NCC(C)c3ccccc3)c(=O)c21 (stereo not given),-9,0%,-2%
Cc1ccc(Cl)c(NC(=O)Nc2csc3c2CCCC3)c1,-18,4%,?
CCCOC(=O)c1ccc(Nc2nc3ccccc3nc2-n2nc(C)cc2C)cc1,6,2%,27%
Cc1nc2sccn2c(=O)c1S(=O)(=O)NCc1ccc(F)cc1,5,2%,5%
Cc1ccc(S(=O)(=O)Nc2cccc(-c3cn4cccc(C)c4n3)c2)c(C)c1,2,-1%,-3%
COc1ccc(NC(=O)CSc2ncc3c(n2)-c2cc(Cl)ccc2N(Cc2ccccc2F)S3(=O)=O)cc1,0,4%,-13%
CCc1ccc(Nc2cc(C)nc3nc(Cc4ccc(Cl)cc4)nn23)cc1,-1,21µM*,?
CCCC(=O)c1ccc(OC(=O)c2c(-c3ccccc3Cl)noc2C)cc1,-3,?,-1%
CCOC(=O)c1[nH]c(C)c(CCC(=O)Nc2cc(C)ccc2OC)c1C,4,4%,9%
O=C(CN1C(=O)COc2ccc(S(=O)(=O)NC3CCCC3)cc21)Nc1ccc(Cl)cc1,-9,-1%,?
CC1CCN(C(c2ccc(F)cc2)c2sc3nc(-c4ccco4)nn3c2O)CC1 (stereo not given),3,9%,26%
Cc1cc(C)cc(NC(=O)c2cccc(C(=O)Nc3cc(C)cc(C)c3)c2)c1,4,9%,29%
COC(=O)c1cc2sccc2n1Cc1nc(-c2ccc(C)cc2)oc1C,-13,-12%,-18%
CCOc1ccc(C(=O)c2oc3ccccc3c2NC(=O)c2cc(-c3ccc(C)cc3)on2)cc1,-1,-1%,21%
CCOc1ccccc1CNC(=O)c1ccc(NC(=O)N2CCSc3ncccc32)cc1,5,1%,-5%
COc1ccc(N(CC(=O)Nc2cccc(C(C)=O)c2)S(=O)(=O)c2ccccc2)c(OC)c1,3,?,?
COc1cc2c(cc1NC(=O)C(C)Oc1ccc(Cl)cc1Cl)oc1ccccc12 (stereo not given),0,-8%,0%
Cc1ccc(CN(C(=O)COc2ccccc2[N+](=O)[O-])c2ccccn2)cc1,6,3%,-8%

# Further entries:
SMILES,D3 ag,KB-3-1 tox,KB-V1 MDR tox
Cc1ccc(S(=O)(=O)Nc2ccc3c(c2)CCCN3C(=O)c2cccs2)cc1,8,-2%,-29%
Cc1cccc(-c2nc(SCC(=O)Nc3cc(C)on3)c3c(=O)n(C)c(=O)n(C)c3n2)c1,9,18%,9%
CCOc1ccccc1CNC(=O)C1CCN(c2nc3ccccc3nc2C(F)(F)F)CC1,-5,-4%,0%
CCOC(=O)c1cnc2c(C)c(Cl)ccc2c1Nc1ccc(C)cc1C,-23,0%,13%
CCOC(=O)c1ccc(NC(=O)C2(S(=O)(=O)c3ccc(Cl)cc3)CC2)cc1,2,8%,?
O=C(CN1C(=O)CCn2nc(-c3ccccc3)cc21)NCc1ccc(Cl)cc1,-3,-2%,-4%
CC1=C(c2ccc(C)c(C)c2)S(=O)(=O)N=C1N1CCC(C(=O)N2CCC(C(N)=O)CC2)CC1,5,3%,-4%
CC(C)(C)OC(=O)N1CCC(c2c(C(=O)N3CCC(c4ccccc4)C3)cnn2-c2cccc(Cl)c2)CC1 (stereo not given),-16,?,16%
N#Cc1nc(-c2ccc(COc3ccccc3)o2)oc1N1CCN(c2ccccc2)CC1,7,-3%,-2%
Cc1sc2c(c1C)c(=O)n(-c1cccc(C(F)(F)F)c1)c(=O)n2Cc1ccc(F)cc1,-6,0%,-1%
COc1cc2nc(NCCc3cccc(C)c3)n3nc(-c4ccccc4)nc3c2cc1OC,-5,-2%,-9%
CCOc1ccc(S(=O)(=O)NCC(c2ccc(N(C)C)cc2)N2CCc3ccccc32)cc1 (stereo not given),-19,-2%,-18%
CC1CCc2c(sc(NC(=O)COc3ccccc3C(C)(C)C)c2C#N)C1 (stereo not given),-9,2%,3%
CCOc1cc(CNC(=O)c2ccc3c(c2)NC(=O)C2CCCCN32)cc(OCC)c1OCC (stereo not given),-3,-11%,-1%
COC(=O)Cn1c(SCCOc2ccccc2OC)nc2ccccc21,1,12%,-2%
CCOc1ccccc1NC(=O)C(CC(C)C)NS(=O)(=O)c1ccc2c(c1)CCN2C(C)=O (stereo not given),3,9%,0%
O=S(=O)(c1ccccc1)c1nnn2c1nc(NCc1ccc(F)cc1)c1sccc12,4,0%,?
Cc1ccc(-c2nnc(Nc3ccc(F)cc3)c3ccccc23)cc1S(=O)(=O)NC(C)C,3,2%,-14%
COc1ccc(S(=O)(=O)Nc2cccc(-c3ccc(N4CCCCC4)nn3)c2)cc1F,-9,-3%,-3%
Cc1ccc(CNc2nnc(C)c3nnn(Cc4ccc(F)cc4)c23)cc1,9,0%,3%
COc1ccc(NC(=O)C(=O)c2cc(C)n(-c3ccc(C)cc3)c2C)cc1Cl,5,?,-12%
COc1ccc(-c2onc(C)c2C)cc1S(=O)(=O)Nc1cccc(C#N)c1,-4,?,?
CCOC(=O)c1cccc(Nc2cc(-c3ccccc3)ncn2)c1,8,-1%,-5%
Cc1cccc(CS(=O)(=O)Cc2ccc(C(=O)NCc3ccc(F)cc3)o2)c1,5,-12%,1%
COc1ccc(C)cc1NC(=O)N(C(C)C)C1CCN(C(C)=O)CC1,5,14%,20%

# Reformatted: results already given.
# Under each structure: D3 ag	KB-3-1 tox	KB-V1 MDR tox
CCOc1cc(CNC(=O)c2ccc3c(c2)NC(=O)C2CCCCN32)cc(OCC)c1OCC (stereo not given)
 : -3	-11%	-1%
COC(=O)Cn1c(SCCOc2ccccc2OC)nc2ccccc21
 : 1	12%	-2%
CCOc1ccccc1NC(=O)C(CC(C)C)NS(=O)(=O)c1ccc2c(c1)CCN2C(C)=O (stereo not given)
 : 3	9%	0%
O=S(=O)(c1ccccc1)c1nnn2c1nc(NCc1ccc(F)cc1)c1sccc12
 : 4	0%	?

# More results follow.
SMILES,D3 ag,KB-3-1 tox,KB-V1 MDR tox
Cc1ccc(-c2nc3c(c(SCc4ccc(Br)cc4)n2)Cc2c(CO)cnc(C)c2O3)cc1,2,2%,-8%
CCCCn1c(Oc2cccc(C(=O)OC)c2)nc2c1c(=O)n(C)c(=O)n2C,-23,0%,-3%
COc1ccc(C2CC(=O)c3cc(-c4nc(-c5ccc(Cl)cc5)cs4)c(=O)[nH]c3C2)cc1 (stereo not given),4,13%,15%
O=C(NCC(c1ccco1)S(=O)(=O)c1cccs1)c1c(F)cccc1F (stereo not given),2,-5%,0%
Cc1ccc(CNC(=O)c2nnn(Cc3ccc(F)cc3)c2N)cc1,-16,14%,16%
COC(=O)c1cc(NC(=O)c2sc3ncn(Cc4cccc(F)c4)c(=O)c3c2C)cc(C(=O)OC)c1,9,11%,5%
CCc1nnc(SCC(=O)N(CC)c2ccccc2)c2cc3oc(C)cc3n12,3,8%,4%
Cc1ccc(NC(=O)CSc2ncc3c(n2)-c2ccc(Cl)cc2N(C)S3(=O)=O)cc1F,-16,-25%,-13%
Nc1cc(=O)nc(SCC(=O)Nc2ccc(F)cc2)n1-c1ccc(Cl)cc1,4,0%,20%
Cc1ccc(CN2CCCn3nc(C(=O)NCC(C)c4ccccc4)cc3C2=O)cc1 (stereo not given),-15,-20%,6%
CC(=O)c1ccc(NC(=O)Cn2cc3c(n2)CCCC3)cc1,-12,-1%,-1%
CCCCN(C)c1nc2c(S(=O)(=O)c3ccc(CC)cc3)nnn2c2ccc(Cl)cc12,9,3%,0%
COc1ccccc1N1CCN(S(=O)(=O)c2c(C)sc3ncn(CC(=O)Nc4ccc(C)cc4Br)c(=O)c23)CC1,3,25%,?
O=C(NCC1CCCO1)c1c[nH]c2ccc(S(=O)(=O)Nc3ccc(F)cc3F)cc2c1=O (stereo not given),-18,1%,-1%
COc1cc(C(=O)NC2(C(F)(F)F)C(=O)NC(C)=C2C#N)cc(OC)c1OC (stereo not given),0,2%,14%
Cc1ccc(OCCSc2nc3ccc(NC(=O)c4ccc5c(c4)OCO5)cc3s2)cc1,-5,-8%,23%
CCOc1cc(CNCCSc2nnnn2-c2ccccc2)cc(Cl)c1OC,-17,9%,-3%
COc1ccccc1NC(=O)Cn1c(=O)oc2cc(S(=O)(=O)NCc3ccccc3)ccc21,6,-25%,3%

# Whole records, looked up by structure. Screens in order: D3 ag | KB-3-1 tox | KB-V1 MDR tox
# CCc1nnc(SCC(=O)N(CC)c2ccccc2)c2cc3oc(C)cc3n12 is entered as 3 | 8% | 4%
# O=C(NCC(c1ccco1)S(=O)(=O)c1cccs1)c1c(F)cccc1F (stereo not given) is entered as 2 | -5% | 0%
# Cc1ccc(NC(=O)CSc2ncc3c(n2)-c2ccc(Cl)cc2N(C)S3(=O)=O)cc1F is entered as -16 | -25% | -13%
# CCCCn1c(Oc2cccc(C(=O)OC)c2)nc2c1c(=O)n(C)c(=O)n2C is entered as -23 | 0% | -3%
